# Wnt act – activates Wnt/beta-catenin signaling in a reporter cell assay | activator, plate reader | activation, % at 9.35 µM | hit rate 1.2% among 300,000; in the data active means activation above about 30%, passing the limit was not always enough; inconclusive means no clear call, values can overlap the other calls;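 further: 0% = neutral control wells and 100% = positive control wells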
# MITF act – increases MITF-driven TRPM1 promoter luciferase signal; SK-MEL-5 TRPM1-promoter luciferase, 24 h; % of positive control, neutral wells = 0; activation, % at 12.5 µM; hit rate 0.75% among 300,000;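 active means mean activation of at least 80% with every replicate also reaching 80%; inconclusive means mean reaches 80% but some replicate falls short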;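 further: 0% = neutral control wells and 100% = parthenolide positive control wells; values of inactives mirror those of a sister screen read the other way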
# CAL PDZ FP-1 – human CAL PDZ-peptide interaction inhibition; purified CAL PDZ, TMR-peptide fluorescence polarization, 1 h; inhibition, % at 20 µM; AID 504414; hit rate 0.02% among 330,000; Q9HD26;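 active means highest replicate inhibition of at least 40%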;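 further: plate controls were DMSO neutral control wells for no effect and unlabeled competitor peptide control wells for full effect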
#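 System: tagged CAL PDZ domain. Schedule: 1 h room-temperature incubation prior to read. Signal: fluorescence polarization (mP). Measure: percent inhibition from loss of millipolarization.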
# SR-BI DiI inh – blocks mouse SR-BI lipid uptake from DiI-HDL. Q61009. hit rate 0.96% among 320,000. inhibition, % at 12.5 µM. ldlA[mSR-BI] CHO cells, DiI-HDL uptake fluorescence, 3 h. AID 488896;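 active means mean replicate inhibition of at least 70% and a set share of replicates each scoring 70 or more; inconclusive means meets just one of the two criteria; inactive means fails both criteria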;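 further: 0% = median of neutral control wells and 100% = median of positive control wells; values of inactives mirror those of a sister screen read the other way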
# Target sequence (Q61009 whole entry, looked up): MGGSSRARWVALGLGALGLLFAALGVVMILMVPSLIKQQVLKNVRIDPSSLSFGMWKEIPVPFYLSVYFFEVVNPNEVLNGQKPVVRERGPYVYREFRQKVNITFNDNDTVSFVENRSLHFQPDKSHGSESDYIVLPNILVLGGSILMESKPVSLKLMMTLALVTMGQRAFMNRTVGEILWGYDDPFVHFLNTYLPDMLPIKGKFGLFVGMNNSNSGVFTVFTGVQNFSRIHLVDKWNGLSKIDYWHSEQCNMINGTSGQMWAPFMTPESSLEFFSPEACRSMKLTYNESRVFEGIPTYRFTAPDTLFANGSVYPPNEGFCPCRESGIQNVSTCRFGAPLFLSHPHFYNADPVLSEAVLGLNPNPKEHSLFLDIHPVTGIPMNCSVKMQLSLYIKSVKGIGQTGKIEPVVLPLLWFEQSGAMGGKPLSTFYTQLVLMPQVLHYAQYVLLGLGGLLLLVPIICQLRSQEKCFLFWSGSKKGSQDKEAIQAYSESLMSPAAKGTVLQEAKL
# phage Ecoli inh – E. coli growth loss with phage present; growth absorbance; AID 651602; inhibition, % at 11.9 µM; hit rate 0.26% among 360,000; in the data active means inhibition above about 11%
# E coli growth – reduces bacterial viability in AddAB counter-screen; E. coli V3065 growth, OD600 absorbance, 18 h; inhibition, % at 11.9 µM; hit rate 0.27% among 330,000;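 active means inhibition above the campaign's mean inhibition across all tested compounds plus 3 SD, cut at about 9.9% in these data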;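 further: uninfected addAB+ strain grown without phage in ampicillin broth; 0% = DMSO wells and 100% = ciprofloxacin 0.95 µg/ml wells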
# AddAB inh – less growth of phage-infected E. coli with AddAB | inhibition, % at 11.9 µM | E. coli expressing H. pylori AddAB, absorbance growth | hit rate 0.29% among 330,000 | AID 435030; in the data active means inhibition above about 12%;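 further: 0% = vehicle wells of infected cells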
# SR-BI DiI-HDL act – activators of SR-BI mediated HDL lipid uptake; CHO ldlA[mSR-BI] cells, DiI-HDL uptake fluorescence, 3 h; 100 = double the neutral-control signal; activation, % at 12.5 µM; AID 504775; hit rate 0.096% among 320,000;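 active means mean replicate activation of at least 60% and every replicate at or above 60%; inconclusive means mean or all-replicate condition met, but not both; inactive means mean below 60% and not all replicates reaching 60%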;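 further: 0% = median plate neutral-control signal and 100% = twice that signal; values of inactives mirror those of a sister screen read the other way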
#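 System: CHO ldlA[mSR-BI] cells / Medium: HEPES-buffered (25 mM, pH 7.4) F12 plus 0.5% BSA / Probe or stimulus: labelled HDL, 10 µg/mL / Doses: single compound concentration, delivered by pin transfer / Schedule: 3 h, 37 °C / Measured by: DiI fluorescence, bottom read / Measure: cell-associated DiI fluorescence as measure of HDL uptake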
# CAL PDZ FP-2 – CAL PDZ (human) peptide binding inhibition. purified CAL PDZ, TMR-peptide fluorescence polarization, 1 h. Q9HD26. inhibition, % at 24.9 µM. AID 602252. hit rate 0.92% among 300,000;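 active means mean inhibition of at least 30% with at least half of replicates also reaching 30%; inconclusive means no clear call, values can overlap the other calls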;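 further: 0% = DMSO neutral control and 100% = excess unlabeled competitor peptide PRC23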
# Tat transport – blocks Tat-dependent protein export in E. coli; E. coli MC4100 TorA-mCherry Tat export, fluorescence; inhibition, % at 10 µM; hit rate 0.036% among 340,000; AID 488895;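 active means mean replicate inhibition at least 50% and at least half of replicates individually reaching 50%; inconclusive means only one of the two criteria met; inactive means neither criterion met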;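 further: exported cargo escapes ClpAP degradation while cytoplasmic cargo is degraded and loses fluorescence; 0% = median of neutral control wells and 100% = median of NaSCN control wells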
# An asterisk follows results filed as active; ? = inconclusive; nt = not tested or not shown.
cpd	molecule	Wnt act	MITF act	CAL PDZ FP-1	SR-BI DiI inh	phage Ecoli inh	E coli growth	AddAB inh	SR-BI DiI-HDL act	CAL PDZ FP-2	Tat transport
1	CCN(CC)CCN(C(=O)c1ccc([N+](=O)[O-])cc1)c1nc2c(OC)cccc2s1	0	-4	-0.8	-4	2.1	-2.1	2.3	4	0	17
2	Cn1c(SCC(=O)N/N=C/C=C\c2ccco2)nc2ccccc21	nt	5	-1.2	0	3.1	-0.9	0.6	0	-3	2
3	O=C(Cn1nc(Cl)nc1Cl)Nc1ccccc1	-4	6	-2.6	0	3.6	0.8	-0.4	0	5	-1
4	Cc1nc(SCC(=O)NCCc2ccccc2)n[nH]1	nt	-5	0.9	-33	0.6	-2.3	-3.1	33	-5	-3
5	CCOC(=O)C1=C(N)Oc2cc(C)n(C)c(=O)c2C1c1ccncc1 (centres undefined)	8	nt	-2.5	-3	-1.1	1.4	2.5	3	2	5
6	COC(=O)c1ccncc1C(=O)Nc1ccc(OC)cc1	nt	0	-0.3	-25	nt	0.2	2.1	25	-5	3
7	Cc1sc2ncnc(NC(C)C(=O)O)c2c1C (centres undefined)	1	-2	-0.9	-2	0.9	0.6	3.6	2	nt	-4
8	Cc1c(OCc2ccccc2)cccc1OCc1ccccc1	17	40	-0.9	6	2.8	-1.4	2.8	-6	-5	2
9	CCN(CC)c1ccc(NC(=O)/C=C/c2cc(Br)ccc2OC)cc1	nt	0	0.9	80*	3.4	4.5	4.5	-80	-3	-3
10	Cc1ccc(-n2c(=O)c3cc4c(=O)n(-c5ccc(C)c(C)c5)c(=O)c4c(C(=O)c4ccc(C(=O)O)cc4)c3c2=O)cc1C	-3	-15	0.7	6	1.8	1.6	1.5	-6	-4	6
11	COc1ccc(C)cc1NC(=O)c1ccc(OC(F)F)cc1	0	-6	-1.0	28	3.9	0.7	5.8	-28	-3	2
12	COc1cc(NC(=O)CN(C)Cc2ccc(OC(F)F)cc2)c(C)cc1[N+](=O)[O-]	nt	15	-0.6	35	3.3	1.2	0.2	-35	-6	1
13	O=C(Nc1nc2ccccc2s1)c1ccc2c(c1)OCO2	nt	-15	-2.1	33	1.0	-0.5	4.7	-33	-3	-3
14	CCc1ccccc1Nc1nc2ccccc2n1C	-1	9	0.3	-9	1.3	-1.7	-0.1	9	-5	0
15	COc1cc(NC(=O)C2CCCO2)c(OC)cc1Cl (centres undefined)	2	1	0.5	18	2.7	-2.7	4.3	-18	-3	-5
16	COc1ccc(-c2cccc(-c3cc(=O)oc4cc(OC)c(OC)c(OC)c34)c2)cc1	-1	-12	-0.8	56	1.7	-0.4	-0.6	-56	-3	4
17	COc1ccc(-c2nnc(NC(=O)c3ccccc3[N+](=O)[O-])s2)c(OC)c1	-2	nt	0.4	13	3.6	0.5	-0.3	-13	nt	-5
18	CCN1C(=O)C(O)(CC(=O)c2ccc(-n3cccc3)cc2)c2ccccc21 (centres undefined)	nt	nt	17	nt	2.7	0.7	0.5	nt	-1	-8
19	CCn1nc(C)cc1C(=O)N1CCCC(N2CCN(c3ccccc3OC)CC2)C1 (centres undefined)	-1	-9	-2.0	-4	3.2	1.3	1.2	4	-4	-2
20	CC(C)(C)C(=O)COC(=O)CCc1nc2ccccc2[nH]c1=O	-2	0	0.0	-15	3.2	3.5	2.7	15	-1	-6
21	Nc1nonc1-n1nnc(C(=O)N/N=C/c2ccccc2)c1CSc1ccccc1	5	nt	nt	nt	0.3	2.5	2.9	nt	nt	nt
22	O=C(CSc1cccc[n+]1[O-])Nc1ccc2c(c1)OCO2	1	0	3.3	-20	0.8	-1.0	-1.6	20	-2	-4
23	CCCc1cc(C(=O)Cc2nc3ccccc3s2)c(O)cc1O	nt	-3	0.2	19	2.1	3.2	-1.1	-19	6	-3
24	O=C(Cn1cnc2c(OCc3ccccc3)ncnc21)NCc1ccccc1	-2	-7	0.3	8	-3.3	2.0	3.5	-8	-2	-9
25	CC1(C)C2([N+](=O)[O-])CN3CC1([N+](=O)[O-])CN(C2)C31CCCC1	0	-6	0.5	7	0.6	-0.2	2.5	-7	3	-5
26	CCN(CC)S(=O)(=O)c1cccc(NC(=O)COC(=O)C2COc3ccccc3O2)c1 (centres undefined)	-2	-4	-0.2	-44	0.7	-1.0	2.4	44	0	-2
27	CCOc1ccc(NC(=O)c2cccc(-n3cccc3)c2)cc1S(=O)(=O)N1CCOCC1	-16	-10	-0.3	57	2.1	2.5	-0.4	-57	nt	0
28	CC(C)Cn1c(N)c(C(=O)COC(=O)c2cc(C(F)(F)F)nc3ccccc23)c(=O)n(C)c1=O	9	nt	nt	nt	0.6	-1.9	2.4	nt	nt	nt
29	Cc1nc2c(-c3ccccc3)c(C)nn2c(C)c1CCC(=O)N1CCOCC1	2	nt	0.0	-4	4.3	-2.6	5.0	4	-1	6
30	C=CCNC(=S)N/N=C/c1ccc(C)c([N+](=O)[O-])c1	3	-1	-0.7	9	1.2	0.7	2.4	-9	-2	7
31	c1ccc2c(c1)nc(CN1CCOCC1)n1c3ccccc3nc21	nt	-6	-4.6	-12	2.6	-0.3	0.5	12	-1	0
32	COc1ccc(NC(=O)Nc2ccc3c(c2)C(=O)N([C@@H](C)CO)C[C@@H](C)[C@@H](CN(C)CC2CCCCC2)O3)cc1	-2	21	-0.3	3	4.1	1.1	0.9	-3	-4	-8
33	COc1ccc(OC)c(S(=O)(=O)N2CCN(C(=O)c3ccco3)CC2)c1	-1	-14	nt	7	0.5	-0.6	0.0	-7	-6	-7
34	CC(=O)OCC(OC(C)=O)C(OC(C)=O)C(OC(C)=O)C(=O)Nc1ccccc1C (centres undefined)	nt	nt	-1.7	-17	3.9	0.9	1.0	17	-2	-8
35	CC(=O)Nc1ccccc1C(=O)N1CCc2ccccc21	-1	-17	-0.2	10	1.8	0.1	4.0	-10	-5	-1
36	O=C1[C@H]2[C@@H](c3ccc(Cl)cc3)N3C(=O)N(c4cccc(Br)c4)C(=O)[C@@]3(Cc3ccc(Cl)cc3)[C@H]2C(=O)N1C1CCCCC1	-10	-3	0.7	-17	2.4	-2.2	3.4	17	-2	-1
37	CCOC(=O)N=Nc1c(O)n(CC)c2ccccc12	0	-5	-2.9	15	3.7	-2.6	0.8	-15	-2	2
38	CCCOc1ccc(-c2nc(C#N)c(N3CCc4ccccc4C3)o2)cc1	nt	1	-1.6	9	3.2	0.2	-0.3	-9	nt	-1
39	Nc1nnc(CCCCCCCCCCc2nnc(N)s2)s1	1	-9	-1.2	6	2.6	-0.3	-0.8	-6	4	6
40	CCN(CC)CCOC(=O)c1ccc(N/C=C(/C#N)c2nc(-c3ccc(OC)cc3)cs2)cc1	1	nt	0.5	-17	2.5	0.2	-0.2	17	10	7
41	CCOC(=O)c1cc(NC(=O)c2ccoc2C)cc(C(=O)OCC)c1	nt	1	-4.1	51	0.0	-3.1	-1.1	-51	nt	-2
42	O=C(CSC(=S)N1CCCCC1)Nc1nc(-c2ccccc2)c(-c2ccccc2)o1	nt	-21	0.7	5	-2.1	-1.7	-0.3	-5	nt	-9
43	Cc1ccc(NC(=O)CN2C(=O)COc3ccc(S(=O)(=O)N4CCOCC4)cc32)cc1N(C)C	-4	14	-0.3	-12	1.6	0.3	4.5	12	1	-7
44	O=C(N/N=C\c1ccc(OC(=O)c2cccs2)cc1)c1ccc(Cl)cc1	1	12	-0.9	-2	4.0	-1.3	5.0	2	-3	-11
45	CN1[C@@H](CC(=O)c2ccccc2)CCC[C@H]1C[C@H](O)c1ccccc1	-3	8	-1.2	-13	3.6	4.0	2.4	25	-1	-5
46	CCN(CC)c1ccc(S(=O)(=O)N2CCOCC2)cc1NC(=O)CN1CCc2ccccc2C1	-13	-6	-1.2	19	0.5	-1.5	2.7	-19	2	-7
47	CCN(CC)S(=O)(=O)c1cccc(NC(=O)C2CC(=O)N(c3ccc4c(c3)OCCO4)C2)c1 (centres undefined)	1	-4	-3.3	1	0.8	0.1	-0.7	-1	4	-6
48	Cc1cc(C)c(C#N)c(N2CCN(Cc3ccc4c(c3)OCO4)CC2)n1	-6	nt	-1.4	-6	0.5	-1.6	-1.2	6	nt	-1
49	CCC(NC(=O)CC[C@H]1O[C@@H](n2cc(C)c(=O)[nH]c2=O)C[C@@H]1O)c1ccccc1 (some centres undefined)	-2	3	-0.8	8	3.8	-4.1	-0.9	-8	-5	-2
50	Fc1ccc(Cn2nnc(-c3ccc(Cl)cc3)n2)cc1	4	62	0.6	-1	-0.3	0.9	-0.4	1	-1	6

# Next part.
cpd	molecule	Wnt act	MITF act	CAL PDZ FP-1	SR-BI DiI inh	phage Ecoli inh	E coli growth	AddAB inh	SR-BI DiI-HDL act	CAL PDZ FP-2	Tat transport
51	CCOCCCNCC(=O)Nc1cc(S(=O)(=O)N2CCOCC2)ccc1N1CCOCC1	-1	3	0.1	4	2.1	0.4	1.5	-4	2	-2
52	O=C1[C@H]2[C@H](C=CC[C@H]2C(=O)N2CCOCC2)CCN1Cc1ccc(Cl)c(Cl)c1	-4	nt	nt	nt	-0.7	-1.0	0.2	nt	nt	nt
53	CCC1CCCCN1CCCNC(=O)c1ccc2c(c1)NC(=O)CN2C (centres undefined)	-1	1	-3.2	-36	0.6	-1.3	1.5	36	-2	-5
54	CCCCNC(=O)Cn1cnc2sc(C)c(S(=O)(=O)N3CCN(c4ccccc4OC)CC3)c2c1=O	0	nt	-1.8	nt	3.8	-0.8	0.8	nt	-3	-5
55	O=C(c1cc([N+](=O)[O-])ccc1Cl)N1CCN(c2ccc([N+](=O)[O-])cc2)CC1	-2	3	-0.5	41	3.7	0.4	-0.7	-41	-1	-1
56	c1ccc(-n2nnnc2Oc2ccc(-c3nnco3)cc2)cc1	2	nt	-1.9	-1	1.5	-0.8	1.8	1	-2	-8
57	O=C(CSc1nccc2ccccc12)N1CCN(Cc2ccc3c(c2)OCO3)CC1	-2	-3	-2.0	13	-1.2	2.1	1.2	-13	-1	7
58	CCn1cc([N+](=O)[O-])c(C(=O)Nc2nc(-c3ccc(C)c(C)c3)c(C)s2)n1	-3	-27	0.7	57	nt	-1.3	-0.7	-57	nt	-3
59	CCn1cc(C(=O)NC2CCCc3c2cnn3-c2cccc(C)c2C)cn1 (centres undefined)	-4	-12	-3.6	-1	2.0	-0.7	3.5	1	-4	-10
60	CC1Cc2cc(/C(O)=C3/C(=O)C(=O)N(Cc4ccco4)C3c3cccs3)ccc2O1 (centres undefined)	nt	17	-1.6	-12	1.9	-1.7	0.3	12	0	?
61	Cc1c(C(c2cccs2)c2c(C)n(C)n(-c3ccccc3)c2=O)c(=O)n(-c2ccccc2)n1C	0	nt	0.7	-17	2.5	1.1	-0.5	17	-5	2
62	COc1ccc(CNC(=O)COC(=O)C2CC3C=CC2C3)cc1 (centres undefined)	-1	-3	-0.2	-30	2.9	-1.6	3.3	30	9	5
